aGal spleen mod – qHTS Assay for Inhibitors and Activators of Human alpha-Galactosidase From Spleen Homogenate; Alpha-galactosidase A (Homo sapiens), P06280; human spleen homogenate, 4MU-alpha-Gal fluorescence, 40 min; Potency, µM (doses to about 80 µM), for the others: top-dose activity change, negative = inhibition, actives largely listed as inhibitors; 240,000 compounds, 0.008% hits; AID 2107, 2009;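 also: 0% = enzyme with vehicle and -100% = no enzyme basal signal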
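Human spleen homogenate (1 ug) was the enzyme source, with 4-methylumbelliferyl-alpha-D-galactopyranoside (1 mM final) in pH 5.0 citrate buffer with 0.01% Tween-20. Compounds were titrated; after 40 min at 37C, NaOH/glycine stop, 4-MU fluorescence read; AC50 from Hill fits.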
Tau ThT inhib – qHTS for Inhibitors of Tau Fibril Formation, Thioflavin T Binding; Microtubule-associated protein tau (Homo sapiens), P10636; recombinant tau K18 P301L, heparin-induced fibrillization, ThT fluorescence; Potency, µM (titrated, usually from 57.4 µM), for inactives: at the top dose activity, negative = inhibition, usual class: inhibitors; 270,000 compounds, 2.1% hits; AID 1460, 2008; also: nearly all actives have a fitted effect of over 55% in size
Target sequence (P10636 561-689 P618L limits assumed): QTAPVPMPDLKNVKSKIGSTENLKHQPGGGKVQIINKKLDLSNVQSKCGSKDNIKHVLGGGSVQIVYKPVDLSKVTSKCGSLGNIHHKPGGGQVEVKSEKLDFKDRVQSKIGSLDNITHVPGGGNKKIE
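Fibril formation assay: tau K18 P301L at 15 uM with trace Alexa 594 label, heparin inducer 20 uM, pH 7 sodium acetate buffer, 37 C for 6 hr; endpoint ThT signal.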
TRb SRC2 PPI – qHTS for Inhibitors of the Interaction of Thyroid Hormone Receptor and Steroid Receptor Coregulator 2. Thyroid hormone receptor beta (Homo sapiens), P10828. TRbeta-SRC2 peptide binding, fluorescence polarization; receptor liganded with 1 µM T3. Potency, µM (series often up to 106 µM), without a hit: at the top dose activity change, negative = inhibition, actives largely listed as inhibitors. 280,000 compounds, 0.065% hits. AID 1469, 2008;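 also: plate controls were bound peptide for no effect and peptide without receptor for full effect; nearly all actives have a fitted effect of over 50% in size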
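Decrease in fluorescence polarization of 20 nM Texas Red SRC2 coactivator peptide flagged inhibition of its binding to 0.6 uM TRb LBD; 1 uM T3 included, incubation 5 hr, ex 555/em 632 nm.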
TexasRed fluor – Total Fluorescence Counterscreen for Inhibitors of the Interaction of Thyroid Hormone Receptor and Steroid Receptor Coregulator 2; Potency, µM (doses to about 106 µM), for the others: top-dose fluorescence change, negative = quenching; TRb/SRC2 Texas Red total fluorescence interference; AID 1479, 2009; 280,000 compounds, 0.29% hits; active = well fitted curve in either direction with a large enough effect; inconclusive = small, poorly fitted or top-dose-only effect
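Flags fluorescent or light-absorbing compounds by total fluorescence, S + 2P, at 555 nm excitation and 632 nm emission. Mixture: 20 nM Texas Red SRC2 peptide, 0.6 uM human TRb LBD, 1 uM T3, 5% DMSO; compound exposure 5 h at ambient temperature.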
Tau FP inhib – qHTS for Inhibitors of Tau Fibril Formation, Fluorescence Polarization. K18 P301L tau heparin fibrillization, Alexa594 FP, 6 h. Potency, µM (top dose mostly 57.7 µM), without a hit: top-dose activity, negative = inhibition, hits mostly inhibitors. 280,000 compounds, 0.39% hits. Microtubule-associated protein tau (Homo sapiens), P10636. AID 1468, 2008; also: nearly all actives have a fitted effect of over 55% in size
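FP of Alexa 594-tau after heparin (20 uM) induction. Substrate: human K18 P301L, 15 uM unlabeled, 0.24 uM labeled. Buffer 100 mM sodium acetate pH 7. 6 hr, 37 C.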
ALDH1A1 inh – qHTS Assay for Inhibitors of Aldehyde Dehydrogenase 1 (ALDH1A1); Aldehyde dehydrogenase 1A1 (Homo sapiens), P00352; Purified ALDH1A1, NADH fluorescence, propionaldehyde substrate; Potency, µM (titrated, usually from 75.3 µM), without a hit: at the highest dose activity, negative = inhibition, usual class: inhibitors; 220,000 compounds, 7.3% hits; active = well fitted inhibition curve with a large enough effect, not every such curve was filed as active; inconclusive = small, poorly fitted or top-dose-only effect, or another doubt; inactive = no such curve, though single readings can be large or run the other way;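 also: plate controls were no enzyme wells and a reference inhibitor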
Tau fluor cs – Counterscreen qHTS for Inhibitors of Tau Fibril Formation, Fluorescence Polarization; tau K18 P301L Alexa594 fluorescence, heparin fibrillization; Potency, µM (highest dose often 57.7 µM), for inactives: at the highest dose activity change, negative = decrease; 280,000 compounds, 0.93% hits; AID 1463, 2008; also: nearly all actives have a fitted effect of over 55% in size
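Human tau K18 P301L (15 uM unlabeled, 0.24 uM Alexa 594-labeled) in 100 mM sodium acetate pH 7 with 20 uM heparin, 6 hr at 37 C. ThT 30 uM added, 1 hr ambient; Alexa 594 FP and total fluorescence read at 555/632 nm.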
L3MBTL1 inh – qHTS Assay for the Inhibitors of L3MBTL1. AlphaScreen L3MBTL1–H3K9me1 peptide binding. Potency, µM (top dose mostly 57.1 µM), for inactives: at the top dose activity, negative = inhibition, hits mostly inhibitors. AID 485360, 2010. Lethal(3)malignant brain tumor-like protein 1 (Homo sapiens), Q9Y468. 230,000 compounds, 0.66% hits; also: nearly all actives have a fitted effect of over 60% in size
Target sequence (Q9Y468 whole entry, looked up): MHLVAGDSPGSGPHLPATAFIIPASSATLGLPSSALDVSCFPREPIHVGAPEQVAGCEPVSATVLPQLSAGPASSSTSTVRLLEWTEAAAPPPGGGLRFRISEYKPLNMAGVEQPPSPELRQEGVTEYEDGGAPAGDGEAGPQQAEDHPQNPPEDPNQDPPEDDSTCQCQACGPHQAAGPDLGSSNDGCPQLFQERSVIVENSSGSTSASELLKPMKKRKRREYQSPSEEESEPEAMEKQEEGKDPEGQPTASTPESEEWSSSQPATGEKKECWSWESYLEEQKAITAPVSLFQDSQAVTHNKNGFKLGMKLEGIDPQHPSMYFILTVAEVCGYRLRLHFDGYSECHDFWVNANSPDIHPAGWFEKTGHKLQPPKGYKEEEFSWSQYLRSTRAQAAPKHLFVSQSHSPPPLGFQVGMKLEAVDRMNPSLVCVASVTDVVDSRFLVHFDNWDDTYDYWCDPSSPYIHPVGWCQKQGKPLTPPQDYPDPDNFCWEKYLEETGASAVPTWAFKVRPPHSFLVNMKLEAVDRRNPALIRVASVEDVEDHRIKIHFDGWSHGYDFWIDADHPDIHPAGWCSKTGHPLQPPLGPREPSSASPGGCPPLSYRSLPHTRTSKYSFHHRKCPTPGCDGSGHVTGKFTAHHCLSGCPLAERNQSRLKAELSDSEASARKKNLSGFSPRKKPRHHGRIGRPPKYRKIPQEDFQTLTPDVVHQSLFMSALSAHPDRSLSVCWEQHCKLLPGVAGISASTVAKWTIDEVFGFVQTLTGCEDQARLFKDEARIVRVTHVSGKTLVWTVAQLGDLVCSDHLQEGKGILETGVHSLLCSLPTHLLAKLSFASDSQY
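Read-out is AlphaScreen signal from streptavidin donor and nickel chelate acceptor beads (10 ug/mL final each) bridging L3MBTL1 (50 nM) and biotinylated K9-monomethylated H3(1-15) peptide (75 nM), after 30 min compound exposure at room temperature.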
The depositor's hits bear a star; ? = inconclusive; . = not tested or not shown; [ ] = another dose, or the depositor's remark. Unless noted, calls follow the shape of the dose curve; as a rule, active = well fitted curve in the direction sought with a large enough effect; inconclusive = small, poorly fitted or top-dose-only effect, or another doubt; inactive = no such curve, though single readings can be large; an effect the other way counts as inactive or inconclusive. Unless noted, % is scaled to controls: 0 for no effect and ±100 for the full control effect; potency is read from the fitted curve at half-maximal effect.

Results follow in this order: aGal spleen mod, Tau ThT inhib, TRb SRC2 PPI, TexasRed fluor, Tau FP inhib, ALDH1A1 inh, Tau fluor cs, L3MBTL1 inh
CC(C)=C1C2CCC1C1C(=O)N(NC(=O)COc3ccc(C(C)(C)C)cc3)C(=O)C21 (stereo unspecified)
  -6.6%, -14.9%, -5.6%, -1.3%, -5.3%, 7.4%, -21.9%, .
Cc1nc2n(n1)C(c1ccccc1)C1=C(CC(c3ccco3)CC1=O)N2 (stereo unspecified)
  0.2%, -4.7%, -16.9%, 2.4%, 7.0%, ?, -3.4%, -6.0%
CC(C)CCn1c(Br)nc2c1c(=O)n(CC(N)=O)c(=O)n2C
  -1.9%, -4.2%, -1.7%, -6.4%, 7.7%, 0.4%, 5.9%, -2.4%
NS(=O)(=O)c1ccc(CCNC(=O)c2cc(-c3cccs3)nc3ccccc23)cc1
  13.3%, 1.7%, 3.4%, -1.0%, -2.3%, ?, -5.4%, 2.5%
O=C(/C=C/c1ccco1)N1CCN(c2ccc(F)cc2)CC1
  -0.8%, ., -4.8%, -4.3%, -3.9%, ., ?, .
CCOC(=O)c1cccc(NC(=O)CCS(=O)(=O)c2ccc3c(c2)CC(=O)N3C)c1
  ., -12.8%, -7.2%, -0.2%, 5.9%, ., -15.0%, .
COc1ccc(NC(=O)C(CCSC)N2C(=O)c3ccccc3C2=O)cc1 (stereo unspecified)
  -4.0%, -5.0%, -17.9%, 2.8%, -3.7%, -7.8%, -10.6%, .
COc1ccccc1NS(=O)(=O)c1ccc(O)c(NC(=S)NCC2CCCO2)c1 (stereo unspecified)
  -7.2%, -10.1%, -0.4%, 0.2%, 0.9%, 5.62µM*, -13.1%, 6.6%
COc1cccc(-c2nc(CS(=O)(=O)CC(=O)N3CCN(c4cc(C)ccc4C)CC3)c(C)o2)c1
  ., ?, 3.5%, ?, -14.0%, ., -24.4%, .
O=C1OC(c2ccccc2)=C/C1=C/N1CCOCC1
  2.0%, -16.1%, 5.5%, -3.9%, -2.4%, 7.94µM*, -8.1%, 9.9%
CC(C)c1ccc(C2Sc3ccccc3NC3=C2C(=O)c2ccccc23)cc1 (stereo unspecified)
  ., ?, 12.3%, -5.0%, ?, ., ?, .
O=C(CO/N=C/c1ccc(OC(F)F)cc1)NC1CCCCC1
  -4.9%, -2.4%, -3.1%, -3.4%, 1.3%, -6.8%, -2.3%, 1.4%
COC(=O)C1=C(C)NC(=O)NC1/C=C/c1ccccc1 (stereo unspecified)
  -18.0%, -3.0%, -16.3%, 0.7%, -0.8%, 4.3%, 1.5%, 0.8%
CC(C)(C)n1ncc2c(=O)n(CC(=O)Nc3ccc(Cl)cc3)cnc21
  -4.8%, -0.7%, -6.5%, -2.8%, -5.1%, -5.5%, -21.2%, 5.4%
Cc1nn(C)c(C)c1/C=C/C(=O)c1ccc(Cl)cc1Cl
  9.1%, ?, 1.6%, 1.4%, 4.4%, 0.2%, -18.0%, .
COc1ccccc1Nc1ccc(Nc2ccccc2OC)nn1
  8.7%, ?, -3.6%, -7.0%, 13.3%, ?, ?, -6.1%
CCCN1CCC(=O)N([C@H](CSc2ccc(Br)cc2)c2ccccc2)CC1
  -4.6%, -7.3%, 2.3%, 0.3%, 3.3%, ., -8.5%, .
COc1cc(-c2nnc(SCC(=O)N(Cc3ccccc3)C(C)(C)C)o2)cc(OC)c1OC
  6.5%, -13.4%, 1.6%, -3.0%, 4.1%, -8.9%, -8.9%, -1.5%
Cc1ccc(C(=O)NCC(c2ccc3c(c2)OCO3)N2CCOCC2)cc1C (stereo unspecified)
  ., 1.3%, 6.9%, -2.6%, 2.6%, ., 1.1%, .
CCC(C)c1ccc(NC(=O)CN(C)CC(=O)Nc2cccc(OC)c2)cc1 (stereo unspecified)
  -5.9%, -12.7%, 3.0%, 0.9%, -9.0%, ?, ?, .
Cn1nc(CC(=O)Nc2ccc3c(c2)CCC3)c2ccccc2c1=O
  -1.9%, 9.4%, 4.5%, 0.2%, 10.3%, -1.7%, 4.2%, 5.7%
COc1cc(/C=N/NC(=O)Cn2cnc3ccccc3c2=O)ccc1O
  14.3%, -4.7%, -6.4%, -1.4%, -0.8%, ., -8.5%, .
O=c1c2ccccc2nc2n1C(CSc1ccc(F)cc1)CN2 (stereo unspecified)
  -2.4%, -6.2%, 1.2%, -1.8%, 2.1%, 6.1%, -1.6%, 5.4%
Cc1ccc(-n2ncc(C(=O)NCCN3CCC(Cc4ccccc4)CC3)c2C2CCN(C(=O)OC(C)(C)C)CC2)cc1
  ., ?, -5.0%, ?, -9.4%, ., -5.9%, .
O=C1/C(=C/c2ccccc2)SC(=S)N1N1C(=O)C2CC2C1=O (stereo unspecified)
  7.4%, ?, 3.5%, 5.2%, -15.1%, 0.5%, -21.3%, .
CCOC(=O)c1noc2ncn(Cc3cccc(C#N)c3)c(=O)c12
  ., -4.6%, 0.9%, -1.9%, -6.2%, ., -4.8%, .
CC1(C)Cc2c(sc3ncn4nc(CCC(=O)O)c(=O)nc4c23)CO1
  7.6%, 1.1%, -23.4%, -1.3%, 11.1%, ?, 9.1%, -0.2%
O=CN1CCc2c([nH]c3ccccc23)C1c1cccc2cccnc12 (stereo unspecified)
  4.3%, -8.0%, 0.1%, -2.0%, 2.7%, -10.1%, -14.0%, .
O=C(COC(=O)CSc1ccc2ccccc2c1)NC1CCCC1
  9.2%, -9.3%, -0.4%, 0.2%, ?, -11.8%, -9.2%, -9.1%
CCc1ccc(NC(=O)Cn2c(=O)n(Cc3ccc(C)cc3)c(=O)c3cccnc32)cc1
  ., 3.5%, 1.7%, -14.1%, -5.2%, ., -11.9%, .

Next records.
Results follow in this order: aGal spleen mod, Tau ThT inhib, TRb SRC2 PPI, TexasRed fluor, Tau FP inhib, ALDH1A1 inh, Tau fluor cs, L3MBTL1 inh
COc1ccc(-n2c(SCC(=O)NC3CCCCC3)nc3ccsc3c2=O)cc1
  9.5%, -0.1%, -13.8%, 1.5%, -2.3%, 1.9%, -11.9%, 0.3%
N#CNC(=Nc1ccccc1)SCc1ccc(C(=O)O)cc1
  -2.1%, -11.6%, 5.3%, -4.1%, -8.8%, 6.8%, -8.8%, 0.0%
Cc1nc(-c2ccc(NC(=O)c3ccccc3C)cc2)cs1
  -15.3%, -13.8%, -7.7%, -4.9%, 1.4%, -0.7%, -4.2%, 3.2%
O=C(NCCN1CCCC1)C1COc2ccccc2O1 (stereo unspecified)
  11.1%, 3.9%, -7.4%, -1.5%, -4.3%, -10.6%, 4.2%, -12.6%
Nc1ccc(Oc2ccc3c(c2)OCO3)cc1
  -9.1%, 1.8%, -9.1%, -0.3%, 11.8%, ?, -5.9%, -40.1%
CCOC(=O)c1sc(NC(=O)CSc2n[nH]c(C)n2)nc1C
  -1.1%, -12.5%, -6.3%, -2.7%, ?, 1.3%, -14.1%, 2.5%
COc1ccc2c(c1)OC[C@H]1c3cc4c(cc3O[C@@H]21)OCO4
  -10.5%, ?, 0.1%, -0.7%, 5.6%, 0.7%, ?, .
CN(C(=O)/C=C/c1ccccc1)C1CCS(=O)(=O)C1 (stereo unspecified)
  -0.2%, 2.2%, 1.1%, -2.0%, 2.7%, -10.7%, 2.5%, 4.6%
Cc1ccc(N(C)C(=O)CC(C)S(=O)(=O)c2ccc3c(c2)NC(=O)CO3)cc1 (stereo unspecified)
  ., 6.1%, -10.4%, 12.6µM*[quencher], -0.8%, ., 4.8%, .
COc1ccccc1CN1C(=O)CCC1(C)C(=O)NC1CCCCCC1 (stereo unspecified)
  -1.3%, -6.7%, 2.2%, 1.3%, -0.2%, 3.1%, -3.6%, 8.1%
CCOC(=O)N1CCN(C(=O)c2cn(CC)c3cc(N4CCN(C)CC4)c(F)cc3c2=O)CC1
  10.3%, -7.0%, 6.4%, -0.9%, 4.8%, ?, -2.9%, 22.8%[11.4 µM]
CCc1nnc2c3ccccc3nc(N3CCN(c4cc(Cl)ccc4C)CC3)n12
  ., -5.8%, -5.6%, ?, -4.9%, ., 7.6%, .
COC(=O)C1=C(N)OC2=C(C(=O)CC(C)(C)C2)C1c1cccnc1 (stereo unspecified)
  -1.3%, 6.5%, -6.0%, -3.0%, 1.5%, -3.2%, -0.4%, 8.9%
Cc1cc(C(C)(C)C)cc(C)c1N
  0.0%, 5.7%, 3.7%, 2.6%, 2.1%, 1.9%, 9.8%, -6.2%
Cc1ccc(OCc2nc(-c3ccc(C(=O)N4CCN(c5ccccc5F)CC4)cc3)oc2C)cc1
  ., -12.9%, -2.7%, -0.2%, ?, ., -5.2%, .
COc1ccc(OC)c(NC(=O)CN(C)S(=O)(=O)c2ccc(Cl)cc2)c1
  2.3%, 0.0%, 11.9%, -1.2%, 5.9%, 7.0%, -3.7%, -25.5%
COc1cccc(CNC(=O)c2n[nH]c3ccccc23)c1
  -7.0%, -3.6%, -2.2%, -4.9%, 1.7%, 0.3%, -3.6%, .

At a glance, some entries already given.
Results follow in this order: aGal spleen mod, Tau ThT inhib, TRb SRC2 PPI, TexasRed fluor, Tau FP inhib, ALDH1A1 inh, Tau fluor cs, L3MBTL1 inh
Cc1ccc(OCc2nc(-c3ccc(C(=O)N4CCN(c5ccccc5F)CC4)cc3)oc2C)cc1
  ., -12.9%, -2.7%, -0.2%, ?, ., -5.2%, .
COc1ccc(OC)c(NC(=O)CN(C)S(=O)(=O)c2ccc(Cl)cc2)c1
  2.3%, 0.0%, 11.9%, -1.2%, 5.9%, 7.0%, -3.7%, -25.5%
COc1cccc(CNC(=O)c2n[nH]c3ccccc23)c1
  -7.0%, -3.6%, -2.2%, -4.9%, 1.7%, 0.3%, -3.6%, .

High-throughput results from PubChem BioAssay.
